Screening results: PubChem BioAssay, several laboratories
NPR1 activator: GC-A (human) enzyme activation. P16066. HEK293 GC-A cells, cGMP TR-FRET, EC30 ANP; 0% at EC30 ANP, 100% saturating ANP. activation, % at 10 µM. 0.14% of 370,000 active; in the data active means activation above about 40%
Rev-erbA mod: Rev-erb alpha (human) modulation; P20393; Rev-erbα–FITC-DNA binding, fluorescence polarization, 90 min; activity, % at 10 µM; 0.79% of 370,000 active; AID 1259318;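 active means activity above about 14%, limit read from the data; passing the limit was not always enough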;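 further: 0% = DMSO wells with 35 nM protein and 100% = DMSO wells with 750 nM protein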
ARFGAP1 inh: inhibitors of rat ARFGAP1; Arfgap1-stimulated ARF1 GTP hydrolysis, GDP FP detection; inhibition, % at 16.5 µM; 0.26% of 360,000 active;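 active means inhibition above a per-plate limit, mean inhibition of low control wells plus 3 SD, cut at about 25% in these data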;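 further: 0% = DMSO wells with enzyme and 100% = wells lacking Arfgap1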
Target sequence (Q62848 1-136 limits assumed): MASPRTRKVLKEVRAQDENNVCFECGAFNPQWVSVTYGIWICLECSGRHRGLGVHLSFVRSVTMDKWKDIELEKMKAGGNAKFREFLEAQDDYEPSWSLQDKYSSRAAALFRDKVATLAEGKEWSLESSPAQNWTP
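Material – truncated rat Arfgap1 GAP domain · Buffer or medium – HEPES-based buffer, pH 7.5 · Reagent – human ARF1(Δ1-17)-GTP substrate · Dosing – 16.5 µM single point, 1.26% DMSO · Schedule – GTP hydrolysis reaction 2 h at 25 °C · Technique – GDP detection by fluorescence polarization · Benchmarks – No-Arfgap1 wells (100%) versus DMSO full-reaction wells (0%) · Repeats – single replicate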
NPR2 activator: GC-B (human) receptor activation; 0.11% of 370,000 active; activation, % at 10 µM; HEK293-GC-B cells, CNP EC30, cGMP TR-FRET; 0% at EC30 CNP, 100% saturating CNP; P20594;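 active means activation at 10 µM reaching about 35% in either raw or pattern-adjusted values, limit read from the data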
PG9 Ab binder: PG9 antibody binding by small molecule | TR-FRET gp120-PG9 antibody binding | inhibition, % at 6.7 µM | 0.43% of 360,000 active; in the data active means inhibition above about 8.5%
rCAG RNA binder: binds r(CAG) RNA repeats | r(CAG) RNA repeat, TO-PRO-1 dye displacement fluorescence | AID 651821 | inhibition, % at 3 µM | 1.3% of 370,000 active;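 active means inhibition above the plate cutoff, the mean of all test compounds on that plate plus 3 SD, cut at about 35% in these data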;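 further: 0% = DMSO alone and 100% = 100 µM mitoxantrone as full dye displacement; higher means more dye released from RNA so lower well fluorescence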
HTRA1 inh: blocks human HTRA1 serine peptidase; recombinant HTRA1, FP-rhodamine activity-based probe, fluorescence polarization; Q92743; inhibition, % at 5.96 µM; 0.5% of 340,000 active; in the data active means inhibition above about 36%;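 further: 0% = enzyme with DMSO and 100% = wells lacking enzyme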
Target sequence (Q92743 whole entry, looked up): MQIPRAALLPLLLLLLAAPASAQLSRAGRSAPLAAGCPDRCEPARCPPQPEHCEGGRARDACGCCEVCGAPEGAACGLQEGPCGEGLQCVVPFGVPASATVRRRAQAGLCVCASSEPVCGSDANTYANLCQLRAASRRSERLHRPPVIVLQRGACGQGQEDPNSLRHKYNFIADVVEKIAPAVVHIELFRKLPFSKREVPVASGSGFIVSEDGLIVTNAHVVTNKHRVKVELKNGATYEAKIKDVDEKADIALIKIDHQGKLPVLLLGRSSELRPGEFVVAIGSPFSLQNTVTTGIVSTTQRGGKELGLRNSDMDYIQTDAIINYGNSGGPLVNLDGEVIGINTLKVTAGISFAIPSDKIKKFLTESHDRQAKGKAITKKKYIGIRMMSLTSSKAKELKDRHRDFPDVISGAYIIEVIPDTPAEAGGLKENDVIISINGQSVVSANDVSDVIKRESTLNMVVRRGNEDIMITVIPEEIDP
ASAP1 GAP inh: ASAP1 ArfGAP inhibition; Q9ULH1; ASAP1-stimulated ARF1 GTP hydrolysis, GDP FP detection; inhibition, % at 16.5 µM; 0.19% of 360,000 active; in the data active means inhibition above about 25%;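 further: 0% = vehicle with enzyme and substrate and 100% = no enzyme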
SMARCA2 activ: SMARCA2 function activation, primary screen. 1% of 370,000 active. MG213 cells, MMTV-luciferase reporter, dexamethasone, overnight. activation, % at 9.1 µM; in the data active means activation above about 7.8%;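 further: 0% = vehicle wells and 100% = reference activator wells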
ABHD4 inh: inhibitors of mouse ABHD4; Q8VD66; purified mABHD4, FP-Rh probe fluorescence polarization; inhibition, % at 8.92 µM; 0.54% of 370,000 active; AID 720543;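 active means inhibition exceeding the mean over every tested compound plus 3 SD, cut at about 30% in these data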;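 further: 0% = plate median of compound wells and 100% = S159A mutant with DMSO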
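Assay system: mouse ABHD4 enzyme, wild type / Also added: fluorescent activity-based probe FP-Rh / Doses: single nominal dose of 8.92 µM, 0.89% DMSO final / Timing: 45 min compound pre-incubation plus 60 min probe step, 25 °C / Signal: FP readout, ex 525 nm / em 598 nm / Control set: S159A mutant/DMSO as 100%, compound-well median as 0%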
An asterisk follows results filed as active; · = no result given.

SMILES	NPR1 activator	Rev-erbA mod	ARFGAP1 inh	NPR2 activator	PG9 Ab binder	rCAG RNA binder	HTRA1 inh	ASAP1 GAP inh	SMARCA2 activ	ABHD4 inh
O=c1c2[nH]c3ccccc3c2ncn1Cc1ccccn1	-8	-5	-2	-6	0.3	0	-4	7	6	1
CCN(CC)C(=O)C(=O)N/N=C/c1ccc(C(=O)OC)cc1	-3	4	3	-1	-0.1	-4	1	-10	-3	-5
Cc1ccc(-c2nnc(Nc3cccc(O)c3)c3ccccc23)cc1S(=O)(=O)NCCO	2	-1	1	-4	-2.0	5	-31	0	-1	0
CCCN(Cc1ccc(C)cc1)C(=O)c1ccc(CNS(=O)(=O)c2ccc(C(C)=O)cc2)cc1	-9	1	7	-9	0.6	0	-12	-12	0	1
O=C(c1ccc(NS(=O)(=O)c2cccc3cccnc23)cc1)N1CCOCC1	-5	0	-10	-5	-0.2	0	7	-5	0	-9
O=C(O)C1=NN(c2ccccc2)C(=O)CC1	0	2	-6	3	-3.3	3	-3	-19	0	-10
Cc1c(OCC(=O)NCc2ccccn2)ccc2c3c(c(=O)oc12)CCCC3	3	0	-7	0	-1.6	1	-2	3	-2	9
O=C(O)Cn1c(=O)n(Cc2ccccc2)c2ccccc21	3	-11	0	-1	0.8	0	1	10	2	3
O=C(NC(=O)c1ccncc1)NC(c1ccccc1)c1ccccc1	1	-2	7	-1	-0.4	-8	-2	-10	1	1
CCCCOc1ccc(Cl)cc1CSc1nnc(CC)n1N	-7	-7	1	2	0.1	-6	12	5	-2	0
Fc1ccccc1COc1ccc(/C=N/n2cnnc2)cc1	4	0	5	5	-1.8	-3	-6	-2	-2	-6
COc1nc(N)nc(N2CCOCC2)n1	-1	6	2	-3	0.5	-1	-5	14	-3	5
Cc1ccc(C(CC(=O)NCc2ccco2)c2ccc(OC(C)C)cc2)cc1 (configuration not stated)	-2	4	6	1	-3.0	2	-13	4	-2	-12
CCCN=C(Nc1ccc(Cl)cc1)c1cccnc1	3	3	14	4	-0.8	-6	-3	-15	0	6
O=C(O)C1C2C=CC(O2)C1C(=O)Nc1ccccn1 (configuration not stated)	1	-4	6	-1	-1.3	1	-1	-2	-1	1
CC(C)C(C)NC(=O)COc1nc2ccccc2nc1N(C)C1CCCCC1 (configuration not stated)	-1	63*	12	-6	-1.9	-1	4	-7	5	6
COc1ccc(S(=O)(=O)Nc2ccc(F)c(Cl)c2)cc1OC	-1	0	4	-7	-0.9	8	-1	-8	-4	-5
O=C(NCCc1ccccc1)C1CCN(S(=O)(=O)c2cccc3nonc23)CC1	-1	2	0	1	0.9	1	2	19	1	-3
Cc1cccc(Oc2sc(C(=O)c3ccccc3)c(N)c2C#N)c1	12	2	8	17	0.3	-1	-32	-12	5	-21
Cc1ccc(NC(=O)NN2CCOCC2)cc1	5	-4	3	3	0.4	-1	3	12	3	0
CC1(C(=O)N2CCOCC2)CCCCC1	-2	1	8	1	0.7	0	5	7	2	-6
C/C(Nc1ccccc1C(F)(F)F)=C1/CCOC1=O	-3	-8	8	4	0.2	-3	-2	9	1	7
COC(=O)c1sccc1NC(=O)c1c(Cl)cccc1Cl	-6	-8	-5	8	-1.7	-3	-12	3	5	-8
CC1=CC2CC1C1C(=O)N(c3ccc(S(=O)(=O)Nc4nc(C)cc(C)n4)cc3)C(=O)C21 (configuration not stated)	0	-3	0	-3	-0.7	7	4	6	-2	0
COc1ccccc1N(C)S(=O)(=O)c1ccc(C(=O)N(C)Cc2cccc(F)c2)cc1	-5	-2	1	-2	-1.4	2	-1	1	-2	2
SMILES	NPR1 activator	Rev-erbA mod	ARFGAP1 inh	NPR2 activator	PG9 Ab binder	rCAG RNA binder	HTRA1 inh	ASAP1 GAP inh	SMARCA2 activ	ABHD4 inh
COCCNC(=O)c1ccccc1NS(=O)(=O)c1ccc(C)c([N+](=O)[O-])c1	7	-6	3	3	-0.6	12	5	14	-3	-2
CCOc1ccc(OCC)c(NC(=O)CC2Oc3ccccc3NC2=O)c1 (configuration not stated)	-9	0	-7	0	-1.0	-1	-13	-3	0	4
CCC(C)NC(=O)C1CC(c2ccc(OC)cc2)=NO1 (configuration not stated)	3	5	-11	4	-4.8	2	-1	9	2	9
CC1CCC(NC(=O)C2(C)CCC(=O)N2Cc2cccnc2)CC1 (configuration not stated)	2	2	-1	-1	0.9	3	-5	-2	0	3
N=c1n(CCCOc2ccc(F)cc2)c2ccccc2n1CC(N)=O	-7	6	10	-17	1.0	3	3	-8	-4	12
O=C1OCCC1=COCCOC=C1CCOC1=O	2	-3	4	1	-0.3	6	2	4	-3	5
CCC(=O)N1CCN(c2ccccc2NC(=O)c2cccc(C)c2)CC1	-4	-1	1	-6	1.3	-3	-8	-1	1	-4
O=c1[nH][nH]c(C(F)(F)F)c1C=Nc1ccccc1Cl	3	0	-9	0	0.6	1	0	-1	-3	-3
Cc1cc(C(=O)CSc2nnc(-c3cccnc3)n2-c2ccccc2)c(C)n1CC1CCCO1 (configuration not stated)	2	-1	13	-1	-1.4	-6	2	0	3	0
COc1cccc(/C=C/C(=O)OCC(=O)c2ccc[nH]2)c1	3	5	-7	2	-0.8	4	-4	1	3	-6
CCCNCc1cc(Cl)c(OCC)c(Cl)c1	-2	4	2	-2	0.5	-1	-3	-8	9.1*	7
COc1ccccc1N(Cc1cc2cccc(C)c2[nH]c1=O)C(=O)C(C)C	-3	0	2	-4	-0.8	-3	1	6	-1	1
Cc1ccc2nc(NC(=O)CS(=O)(=O)Cc3ccccc3)sc2c1	-3	0	12	-4	1.6	3	-4	6	-5	3
COC(=O)c1cnn2c(C)c(Cc3cccc(F)c3)c(C)nc12	2	4	3	4	-0.6	-1	13	7	-4	0
COc1ccccc1NC(=O)NCc1ccc(C)n1C	6	-1	-3	3	-1.2	6	10	6	-4	9
CC1(/[N+]([O-])=C/c2ccc(F)cc2)CCCCC1=O (configuration not stated)	4	1	2	4	-0.8	0	2	1	-3	-1
Cc1ccc(-c2cc(C(=O)NC3CCCCC3)no2)cc1	-1	-4	2	-1	1.6	-2	-3	3	1	2
Cc1cn([C@H]2C[C@H](O)[C@@H](CCC(=O)NCCCc3ccccc3)O2)c(=O)[nH]c1=O	1	6	2	-2	-1.4	0	·	-4	-2	0
C#CCNC(=O)c1ccc(OCc2ccccc2)cc1Cl	7	1	8	0	-1.4	1	-16	-7	-4	4

Structural class: those above containing sulfur (13)
SMILES	NPR1 activator	Rev-erbA mod	ARFGAP1 inh	NPR2 activator	PG9 Ab binder	rCAG RNA binder	HTRA1 inh	ASAP1 GAP inh	SMARCA2 activ	ABHD4 inh
Cc1ccc(-c2nnc(Nc3cccc(O)c3)c3ccccc23)cc1S(=O)(=O)NCCO	2	-1	1	-4	-2.0	5	-31	0	-1	0
CCCN(Cc1ccc(C)cc1)C(=O)c1ccc(CNS(=O)(=O)c2ccc(C(C)=O)cc2)cc1	-9	1	7	-9	0.6	0	-12	-12	0	1
O=C(c1ccc(NS(=O)(=O)c2cccc3cccnc23)cc1)N1CCOCC1	-5	0	-10	-5	-0.2	0	7	-5	0	-9
CCCCOc1ccc(Cl)cc1CSc1nnc(CC)n1N	-7	-7	1	2	0.1	-6	12	5	-2	0
COc1ccc(S(=O)(=O)Nc2ccc(F)c(Cl)c2)cc1OC	-1	0	4	-7	-0.9	8	-1	-8	-4	-5
O=C(NCCc1ccccc1)C1CCN(S(=O)(=O)c2cccc3nonc23)CC1	-1	2	0	1	0.9	1	2	19	1	-3
Cc1cccc(Oc2sc(C(=O)c3ccccc3)c(N)c2C#N)c1	12	2	8	17	0.3	-1	-32	-12	5	-21
COC(=O)c1sccc1NC(=O)c1c(Cl)cccc1Cl	-6	-8	-5	8	-1.7	-3	-12	3	5	-8
CC1=CC2CC1C1C(=O)N(c3ccc(S(=O)(=O)Nc4nc(C)cc(C)n4)cc3)C(=O)C21 (configuration not stated)	0	-3	0	-3	-0.7	7	4	6	-2	0
COc1ccccc1N(C)S(=O)(=O)c1ccc(C(=O)N(C)Cc2cccc(F)c2)cc1	-5	-2	1	-2	-1.4	2	-1	1	-2	2
COCCNC(=O)c1ccccc1NS(=O)(=O)c1ccc(C)c([N+](=O)[O-])c1	7	-6	3	3	-0.6	12	5	14	-3	-2
Cc1cc(C(=O)CSc2nnc(-c3cccnc3)n2-c2ccccc2)c(C)n1CC1CCCO1 (configuration not stated)	2	-1	13	-1	-1.4	-6	2	0	3	0
Cc1ccc2nc(NC(=O)CS(=O)(=O)Cc3ccccc3)sc2c1	-3	0	12	-4	1.6	3	-4	6	-5	3
